# MITF act: activators of MITF-driven TRPM1 promoter reporter, primary screen, cell-based, SK-MEL-5, luciferase, single point; SK-MEL-5 TRPM1-promoter luciferase, 24 h; % of positive control, neutral wells = 0; activation, % at 12.5 µM; 0.75% of 300,000 active; AID 588334, 2011;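 active = mean activation of at least 80% with every replicate also reaching 80%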;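 also: 0% = neutral control wells and 100% = parthenolide positive control wells; values of inactives mirror those of a sister screen read the other way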
# Wnt bcat act: Wnt/beta-catenin pathway activators, primary screen, cell-based, plate reader, single point. Wnt/beta-catenin reporter cell assay, activator. activation, % at 9.35 µM. 1.2% of 300,000 active. AID 743398, 2014; in the data active = activation above about 30%, passing the limit was not always enough;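 also: 0% = neutral control wells and 100% = positive control wells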
# CDK5 p35 inh: inhibitors of human CDK5/p35 kinase, primary screen, biochemical, single concentration. Cyclin-dependent kinase 5 (Homo sapiens) + Cyclin-dependent kinase 5 activator 1 (Homo …. Recombinant CDK5/p35, ADP-Glo luminescence, 60 min. inhibition, % at 10 µM. 0.01% of 330,000 active. AID 488839, 2010;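 active = highest replicate inhibition of at least 50% and at least 75% of replicates reaching 50%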;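 also: plate controls were DMSO neutral control for no effect and GW8510 at 10 µM for full effect; many of its hits are not listed in these tables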
# HTR5A ag: HTR5A agonists in luminescence cell assay, primary screen, counter-screen for OPRM1-OPRD1 heterodimer agonist project, full-deck HTS. cell-based. activation, % at 9.3 µM. 0.61% of 340,000 active; in the data active = activation mostly above about 9.5%, no sharp cut-off; inactive = mostly below about 7.6%;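 also: 0% = cells with vehicle only and 100% = reference agonist; strong numbers were not always called active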
# Target sequence (P47898 whole entry, looked up): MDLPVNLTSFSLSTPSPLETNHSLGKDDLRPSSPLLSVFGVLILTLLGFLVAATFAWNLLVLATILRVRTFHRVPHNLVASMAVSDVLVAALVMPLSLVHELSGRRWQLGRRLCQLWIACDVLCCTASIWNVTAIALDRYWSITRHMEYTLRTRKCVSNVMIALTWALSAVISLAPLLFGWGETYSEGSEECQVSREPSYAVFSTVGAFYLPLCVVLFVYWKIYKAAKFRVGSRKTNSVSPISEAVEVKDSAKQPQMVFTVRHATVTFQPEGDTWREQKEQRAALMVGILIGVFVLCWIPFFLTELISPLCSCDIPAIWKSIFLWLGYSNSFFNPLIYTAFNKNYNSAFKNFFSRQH
# dFosB activator: activators of delta FosB homodimer, primary screen, biochemical, fluorescence polarization, TAMRA-CDK5 oligo, single point; AID 493131, 2011; 0.99% of 340,000 active; purified delta FosB; percent of positive-control signal above neutral wells; activation, % at 25 µM;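 active = mean activation above about 17%, with every replicate also reaching it, limit read from the data, passing the limit was not always enough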;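 also: fluorescence polarization rise as delta FosB binds a TAMRA Cdk5 AP-1 oligo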
# Target sequence (P13346 whole entry, looked up): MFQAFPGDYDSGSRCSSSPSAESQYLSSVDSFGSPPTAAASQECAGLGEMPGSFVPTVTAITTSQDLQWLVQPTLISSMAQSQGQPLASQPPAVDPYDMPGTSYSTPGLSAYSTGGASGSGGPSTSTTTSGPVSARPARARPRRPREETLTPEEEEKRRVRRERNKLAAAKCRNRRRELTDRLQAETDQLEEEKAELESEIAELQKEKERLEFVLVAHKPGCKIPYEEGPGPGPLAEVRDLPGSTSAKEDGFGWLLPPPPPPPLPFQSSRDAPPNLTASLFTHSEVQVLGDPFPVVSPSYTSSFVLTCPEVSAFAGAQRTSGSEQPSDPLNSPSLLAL
# PvdQ acylase: P. aeruginosa PvdQ acylase inhibitors, primary screen, biochemical, fluorescence, plate reader and imaging, single point; 0.063% of 340,000 active; purified PvdQ acylase; PvdQ acylase [Pseudomonas aeruginosa LESB58]; AID 488965, 2010; inhibition, % at 10 µM; in the data active = inhibition above about 30%, passing the limit was not always enough;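 also: 0% = vehicle neutral wells and 100% = reference inhibitor wells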
# HTR5A inv ctr: HTR5A inverse agonists in luminescence cell assay, primary screen, counter-screen for OPRM1-OPRD1 heterodimer inverse agonist project, full-deck HTS; 5-hydroxytryptamine receptor 5A (Homo sapiens), P47898; HTR5A cell line, inverse agonism; inhibition, % at 9.3 µM; 0.083% of 340,000 active; in the data active = inhibition mostly above about 23%, no sharp cut-off; inactive = mostly below about 18%;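 also: 0% = cells with DMSO and 100% = no-cell wells with DMSO; some compounds called inactive have numbers as strong as hits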
# SR-BI HDL uptake: inhibitors of SR-BI mediated HDL lipid uptake, primary screen, ldlA[mSR-BI] cells, fluorescence, single point; Scavenger receptor class B member 1 (Mus musculus), Q61009; ldlA[mSR-BI] CHO cells, DiI-HDL uptake fluorescence, 3 h; inhibition, % at 12.5 µM; 0.96% of 320,000 active; AID 488896, 2010;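 active = mean replicate inhibition of at least 70% and a set share of replicates each scoring 70 or more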;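 also: 0% = median of neutral control wells and 100% = median of positive control wells; values of inactives mirror those of a sister screen read the other way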
# NSD2 HMT inh: NSD2 histone methyltransferase inhibitors, primary screen, biochemical, AlphaScreen, single concentration, set 2. 0.54% of 310,000 active. NSD2 peptide methylation, 120 min. inhibition, % at 12.5 µM. Histone-lysine N-methyltransferase NSD2 (Homo sapiens), O96028; in the data active = inhibition above about 50%
# V-ATPase pH: regulators of yeast V-ATPase proton pumping, primary screen, pHLuorin cytosolic pH fluorescence; S. cerevisiae; response, % at 10 µM; 0.37% of 350,000 active; AID 504577, 2011; in the data active = response mostly above about 7.3%, no sharp cut-off; inactive = mostly below about 5.4%; also: actives read high; inactives centre near 0; some compounds called inactive have numbers as strong as hits; reference of the scale not given here
# * marks the source's active call; other numbers are inactive results; · = no result given.
SMILES,MITF act,Wnt bcat act,CDK5 p35 inh,HTR5A ag,dFosB activator,PvdQ acylase,HTR5A inv ctr,SR-BI HDL uptake,NSD2 HMT inh,V-ATPase pH
O=[N+]([O-])c1ccc(NCc2ccccn2)nc1,-1.2,-2.1,2.1,0.2,4.8,1.4,-0.5,-8.0,-2.6,-3.3
CCc1ccccc1NC(=O)CNC(=O)c1ccc(OCc2cn3ccccc3n2)cc1,15.5,7.0,0.3,-0.9,-3.4,-3.5,3.5,-2.3,-1.9,-0.3
Cc1c(N=C2NN=C(c3c[nH]c4ccccc34)CS2)c(=O)n(-c2ccccc2)n1C,-15.9,-0.7,1.7,5.6,-7.8,-1.0,-15.9,27.1,0.8,-1.0
COc1ccc(CNC(=O)CN(Cc2ccc(F)cc2)C(=O)c2csnn2)cc1,4.3,-1.6,0.3,2.6,0.7,-6.9,-22.4,-15.7,-0.9,1.7
CCN(CCCNC(=O)CN(C)S(=O)(=O)c1cccc2nsnc12)c1ccccc1,·,-1.8,0.0,6.2,1.7,-10.8,13.4,26.3,·,0.1
O=C(COC(=O)/C=C/c1ccccc1)Nc1cc(C(F)(F)F)ccc1N1CCOCC1,-1.9,12.5,-0.2,-0.3,-0.5,-6.0,0.9,13.0,-3.2,2.2
O=C(Cc1ccc(S(=O)(=O)N2CCOCC2)s1)N1CCN(S(=O)(=O)c2cccc(F)c2)CC1,-6.9,0.5,0.3,4.0,-9.2,1.1,-1.5,-0.4,-4.5,2.2
Cc1ccc(-c2ccccc2NC(=O)C2C3C=CC(C3)C2C(=O)O)o1 (centres undefined),-10.9,10.2,-0.3,-2.0,3.7,-7.6,-6.8,-0.1,-0.2,-0.7
COC(=O)C1=CN(c2ccc(Cl)cc2)C=C(C(=O)OC)C1c1ccc([N+](=O)[O-])cc1,-5.8,-1.8,0.5,0.9,-9.0,-0.5,0.0,9.9,-5.5,-0.2
CCOC(=O)C1Cn2c(nc3c(c2=O)C(C)(C)Cc2ccccc2-3)S1 (centres undefined),-6.9,·,0.5,0.5,-6.4,-15.0,-1.8,14.6,-3.5,-2.5
N#Cc1ccc(S(=O)(=O)N2CCN(CC(=O)NCC3(N4CCOCC4)CCCCC3)CC2)cc1,10.8,-4.7,1.5,-1.8,-7.6,-8.2,4.4,-10.0,2.6,1.2
CC1=C(C(=O)Nc2ccccc2F)C(c2ccsc2)C2=C(CC(C)(C)CC2=O)N1 (centres undefined),-13.9,-1.2,0.6,0.0,-6.0,2.6,-6.9,-4.0,-3.0,3.4
COc1cccc(C(=O)Nc2cccc(-c3nnc(-c4ccco4)o3)c2)c1,-11.5,·,1.6,0.0,-45.7,-17.0,0.1,49.0,5.7,9.1
O=S(=O)(Nc1nc2ccccc2nc1NCc1ccco1)c1ccc(F)cc1,6.5,2.4,-4.0,2.7,-6.3,-8.3,1.0,·,35.7,1.9
Clc1ccc(CON/C=N/c2ncnc3sccc23)cc1,8.1,·,1.6,-3.1,-8.9,-16.3,5.2,-13.2,-0.2,-2.5
Cc1ccccc1Nc1cc(=O)oc2ccccc12,4.6,·,0.6,-1.1,-7.8,-5.8,-6.6,·,-0.4,-4.3
CCCCN1C(=O)C(O)(CC(=O)c2ccccc2OC)c2ccccc21 (centres undefined),-5.8,-1.8,1.6,8.6,-2.3,7.4,-25.7,3.8,·,-3.1
CCCN(CCC)C(=O)Nc1cc(Cl)ccc1OC,-12.0,-1.8,0.2,9.5,-2.6,-3.8,-5.8,·,-2.3,1.1
CCn1cc(C(=O)OCC(=O)NCc2ccccc2Cl)c(=O)c2ccc(C)nc21,-14.1,0.1,0.1,1.0,-19.1,-13.5,-2.7,2.9,3.3,2.8
CC12CCC(=O)N1C(C(=O)NCc1ccccc1Cl)CS2 (centres undefined),-3.3,-0.3,-0.9,2.5,3.8,-8.9,6.1,-8.5,-0.7,-3.4
CCOC(=O)Cc1nc(-c2ccccc2)n[nH]1,4.2,-1.3,2.3,1.0,1.5,-6.3,15.2,-20.9,3.5,0.2
O=Cc1ccc(C(=O)OCC(=O)NCCC2=CCCCC2)cc1,-4.1,-0.3,0.3,3.3,1.1,-7.4,10.5,-2.8,-1.9,4.8
CCOc1ccc(C2NC(=O)NC(C)=C2C(=O)OC)cc1C (centres undefined),-7.1,·,2.7,-12.7,-5.3,-14.2,27.9,19.0,0.9,2.9
COc1ccc(C(=O)N2CCNC(=O)C2CC(=O)Nc2ccc(C)cc2)cc1 (centres undefined),6.0,-0.3,1.3,-4.3,-7.9,-19.8,-9.5,-13.4,2.7,-2.0
CS(=O)(=O)N1CCN(c2ccc(C(=O)NC3C4CC5CC(C4)CC3C5)cc2[N+](=O)[O-])CC1 (centres undefined),8.2,·,-0.2,2.4,-7.2,-2.4,5.1,7.3,0.8,-0.8

# Next section
SMILES,MITF act,Wnt bcat act,CDK5 p35 inh,HTR5A ag,dFosB activator,PvdQ acylase,HTR5A inv ctr,SR-BI HDL uptake,NSD2 HMT inh,V-ATPase pH
Cc1cc(C)nc(SCC(=O)NN)n1,-11.1,-0.6,-0.6,2.3,1.4,-14.5,-17.9,-6.7,3.7,-1.7
O=C(NCc1ccccc1)c1ccc(=O)oc1,·,26.7,1.2,-1.7,1.2,5.6,-16.2,-7.7,-1.0,-1.6
CN(C)c1ccc(NC(=O)CC(NCc2ccccn2)C(=O)O)cc1 (centres undefined),-2.9,·,-5.7,5.3,-8.4,-5.8,-8.4,-11.0,-2.2,2.0
O=C(CN1C(=O)NC2(CCCCC2)C1=O)NCCc1ccccc1,5.1,7.6,-0.2,-5.0,-13.9,-11.6,11.6,-8.0,-2.5,5.7
CCOC(=O)c1cnn(-c2nc3c(C)cccc3s2)c1C,-4.6,·,-1.5,-0.1,1.3,-13.7,-1.8,-44.7,-5.4,-2.2
Cc1ccc(S(=O)(=O)NC2(C(F)(F)F)NC(=O)N(c3ccccc3F)C2=O)cc1 (centres undefined),1.7,-1.7,-0.2,-0.1,-2.4,-7.5,0.3,-19.9,-8.2,-2.7
CCCn1c(SCC(=O)Nc2ccc(OC)cc2)nnc1-c1ccncc1,·,2.1,-0.2,-1.7,4.4,-4.4,12.2,-28.4,-1.4,-0.9
CCOc1ccc(OCC(=O)OCC(=O)N(CC(C)C)c2c(N)n(Cc3ccccc3)c(=O)[nH]c2=O)cc1,-6.4,-2.4,-0.1,2.8,0.0,-10.9,-21.1,14.5,1.0,-0.7
O=C(Cn1nnc(-c2cccc(C(F)(F)F)c2)n1)NC1CCCC1,2.4,·,0.6,-6.9,2.2,-15.4,7.1,-23.7,-1.8,-1.3
CCN(CC(=O)NCc1ccc(Cl)cc1)C(=O)COc1ccc(Cl)cc1Br,-11.0,-0.7,0.0,3.5,-8.6,8.7,-6.0,57.6,-2.7,-2.9
N#CCc1nc2n(n1)Cc1ccccc1-2,6.5,·,-1.6,5.7,-0.7,11.2,-15.9,-10.3,18.0,2.8
CC/C(=N\NC(=O)CSCc1ccc(Cl)cc1)c1ccc2c(c1)OCCO2,8.0,·,2.1,-0.5,-0.6,-10.2,-30.0,14.5,-5.4,1.2
Cc1ccc(C(=O)NCc2cccs2)cc1S(=O)(=O)N1CCCCC1,5.4,-2.1,0.0,7.9,-4.5,-2.1,12.1,-9.0,-1.5,-1.2
Cc1csc(NC(=O)c2cccc([N+](=O)[O-])c2C(=O)O)n1,4.4,-1.8,0.6,-0.2,-4.7,-2.0,0.6,-5.3,-0.2,-1.2
CC(Oc1ccccc1)C(=O)NC1C(=O)N2C1SC(C)(C)C2C(=O)O (centres undefined),-5.6,-4.3,0.9,-6.6,-5.9,4.6,16.4,-11.4,-2.0,-4.6
Cc1cc(C)c(OCCCn2ccnc2)c(C)c1,0.1,-0.1,-0.1,3.2,-3.0,-9.0,-11.9,-10.9,0.3,-2.4
CCOc1ccc(CNCc2ccccc2Cl)cc1,35.0,15.7,-0.2,-5.2,-7.2,13.1,23.9,-20.0,-8.4,1.1
O=C(COc1cc(F)ccc1[N+](=O)[O-])Nc1ccc(N2CCCCC2)cc1,2.9,-1.8,-0.5,-9.5,-5.0,-0.5,-14.6,48.0,8.6,-1.5
CCN(CC)CCNC(=O)c1ccc(NC(=O)c2ccc(S(=O)(=O)N3CCCCCC3)cc2)cc1,7.2,-5.4,2.2,2.9,-25.2,6.4,-7.1,9.3,26.3,-1.4
Cc1ccc(C(=O)OCC(=O)NCCc2ccc(S(N)(=O)=O)cc2)o1,1.1,-3.7,-0.1,0.3,3.0,-11.3,-0.9,-1.1,-1.3,0.2
Cc1coc2c(C)c3oc(=O)c(CCC(=O)NCCCn4ccnc4)c(C)c3cc12,·,-1.5,1.7,5.2,-12.9,-0.2,-14.1,12.3,·,-0.8
CSc1ccccc1Nc1ncnc(N)n1,·,2.9,1.1,3.1,-2.3,-19.0,-21.7,-11.3,-1.2,-4.3
Fc1ccc(F)c(NC2=NCCCCC2)c1,3.8,-1.7,0.3,-0.8,-5.8,-9.5,2.1,-11.5,0.8,-2.4
C[C@H]1CCC[C@]2(CC(=O)c3cc(F)ccc3O2)C1,17.8,1.5,-0.5,-2.5,-3.7,-20.8,-9.3,-8.9,·,-8.4
CCCC(=O)N(Cc1cc(=O)[nH]c2ccccc12)c1ccccc1OC,-7.4,0.6,-1.2,-6.1,-23.1,-12.4,21.7,4.5,-1.2,-1.4

# (more compounds)
SMILES,MITF act,Wnt bcat act,CDK5 p35 inh,HTR5A ag,dFosB activator,PvdQ acylase,HTR5A inv ctr,SR-BI HDL uptake,NSD2 HMT inh,V-ATPase pH
Cc1ccc2nc(-c3cccc(NS(C)(=O)=O)c3)cc(-c3ccccc3)c2c1,-7.2,-2.4,2.7,-1.3,-7.5,1.7,12.0,34.5,-0.3,-2.4
CCOC(=O)Cc1c(C)nc2cc(C)nn2c1C,-4.2,·,-0.9,-1.7,-0.9,-12.7,1.1,-19.9,-1.7,-0.1
CC1CCN(C(=O)CSc2nnc(CN3CCOCC3)n2-c2ccccc2)CC1,-1.4,-10.3,-1.4,0.9,-1.6,-11.9,24.9,-22.9,3.1,-0.6
COc1cc2c(cc1NC(=O)CSc1ccccc1)oc1ccccc12,2.8,13.5,0.9,-1.3,-2.8,1.3,3.3,·,-1.0,-0.5
COc1ccc2oc(C(=O)OCC(=O)N3CCCCC3)c(C)c2c1,70.6,9.4,-1.3,4.8,-9.0,2.9,-4.9,3.6,-2.3,-2.5
O=C(NCc1ccncc1)C1CCN(S(=O)(=O)c2ccc(Cl)c(C(F)(F)F)c2)CC1,4.6,-3.8,0.4,11.4,4.7,-2.2,12.3,-3.4,-1.6,-3.5
c1cncc(CN=C2Nc3ccccc3CS2)c1,-11.6,-0.4,0.3,·,2.5,-5.3,·,-16.2,-0.2,1.3
CCSc1nnc(NC(=O)[C@@H](NC(=O)c2ccc(C(C)(C)C)cc2)C(C)C)s1,7.6,2.7,2.5,0.5,-1.2,-12.5,-15.6,-13.4,-0.4,-2.4
Cc1ccc2ccc(C)[n+](CCCS(=O)(=O)[O-])c2c1,9.4,0.4,0.0,-2.0,2.3,-5.3,5.3,-17.7,45.8,-0.1
